RTF Ca sens inh = cardiac RTF calcium desensitization; IANBD-labeled cardiac RTF, Ca2+ fluorescence; inhibition, % at 7.15 µM; 340,000 tested, 0.12% active; AID 493244;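 active = inhibition above the mean inhibition of all tested compounds plus 3 SD, cut at about 17% in these data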;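 also: assay run at fixed EC70 calcium of 1.6 mM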
DSG3 Ab inh = blocks pemphigus antibody binding to human desmoglein-3; P32926; DSG3-coupled beads, scFv-anti-DSG3-GFP binding, flow cytometry; stronger effect = lower value; binding (percent of control), % at 10 µM; 310,000 tested, 0.48% active;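 active = binding more than 3 SD below its plate's average and above zero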;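 also: hits lower antibody fragment binding to DSG3; some compounds called inactive have numbers as strong as hits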
Wnt bcat act = activates Wnt/beta-catenin signaling in a reporter cell assay; activator, plate reader; activation, % at 9.35 µM; AID 743398; 300,000 tested, 1.2% active; in the data active = activation above about 30%, passing the limit was not always enough;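 also: 0% = neutral control wells and 100% = positive control wells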
Arr AP2 block = blocks beta-arrestin peptide binding to AP2 adaptin. FITC-arrestin peptide / GST-AP2 beads, flow cytometry; AP2 beta2 appendage carries R879A mutation. inhibition, % at 10 µM. AID 504490. 340,000 tested, 0.31% active;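 active = inhibition above a set limit, near 3 SD of compounds lacking own fluorescence, cut at about 54% in these data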;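 also: plate controls were DMSO wells for no effect and 5 µM unlabelled arrestin peptide for full effect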
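Material – AP2 appendage R879A on GSH beads · Buffer or medium – PBS with 0.05% Tween 20 and 0.1% BSA · Probe or stimulus – fluorescein-tagged arrestin peptide at 50 nM final · Incubation – compound with beads 12 min RT, then probe 1 h RT · Detection – high-throughput flow cytometry of beads, ex 488, em 535 nm · Evaluation – percent response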
RTF Ca sens act = increases calcium sensitivity of human cardiac regulated thin filaments; P19429+P45379; IANBD-labeled TnC RTF fluorescence at EC20 calcium; 0% EC20 calcium, 100% full calcium; activation, % at 7.2 µM; 340,000 tested, 0.24% active; AID 493008;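 active = activation above the mean over all tested compounds plus 3 SD, cut at about 30% in these data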;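 also: rise in fluorescence read as greater calcium sensitivity of cardiac thin filaments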
V-ATPase pHluor = regulators of yeast V-ATPase proton transport. S. cerevisiae, pHLuorin cytosolic pH fluorescence. AID 504577. response, % at 10 µM. 350,000 tested, 0.37% active; in the data active = response mostly above about 7.3%, no sharp cut-off; inactive = mostly below about 5.4%; also: actives read high; inactives centre near 0; some compounds called inactive have numbers as strong as hits; reference of the scale not given here
LANA DNA inh = blocks KSHV LANA C-terminal domain binding to DNA; MBP-C-LANA/FAM-LBS DNA binding, fluorescence polarization; inhibition, % at 9 µM; 340,000 tested, 0.078% active; AID 504423;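 active = highest replicate inhibition at or above 60% at 9 µM, even if other replicates fall short; inactive = all replicates below 60% inhibition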;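 also: 0% = neutral control wells and 100% = 4 µM acridine orange control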
MOR-DOR ag = agonists of human mu-delta opioid receptor heterodimerization | activation, % at 9.3 µM | 340,000 tested, 0.3% active | cells, OPRM1-OPRD1 heterodimerization, luminescence; in the data active = activation above about 18%;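 also: 0% = vehicle-treated cells and 100% = reference agonist; values of inactives mirror those of a sister screen read the other way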
MOR-DOR inv ag = inverse agonists of human mu-delta opioid receptor heterodimerization; P35372+P41143; cell-based MOR-DOR heterodimer luminescence, inverse agonism; inhibition, % at 9.3 µM; 340,000 tested, 0.21% active; in the data active = inhibition above about 22%, passing the limit was not always enough;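 also: 0% = cells with DMSO and 100% = wells without cells with DMSO; values of inactives mirror those of a sister screen read the other way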
Keap1 Nrf2 FP = Keap1-Nrf2 (human) interaction inhibition | inhibition, % at 9.4 µM | Q14145 | 340,000 tested, 0.15% active | Keap1 Kelch-Nrf2 peptide fluorescence polarization, 1536-well; in the data active = inhibition above about 12%;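 also: human Keap1 Kelch domain with fluorescein labeled Nrf2 9mer peptide probe; 0% = neutral control wells and 100% = peptide positive control; higher means more block of Keap1 binding to Nrf2 peptide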
Target sequence (Q14145 whole entry, looked up, the tested form may be a part): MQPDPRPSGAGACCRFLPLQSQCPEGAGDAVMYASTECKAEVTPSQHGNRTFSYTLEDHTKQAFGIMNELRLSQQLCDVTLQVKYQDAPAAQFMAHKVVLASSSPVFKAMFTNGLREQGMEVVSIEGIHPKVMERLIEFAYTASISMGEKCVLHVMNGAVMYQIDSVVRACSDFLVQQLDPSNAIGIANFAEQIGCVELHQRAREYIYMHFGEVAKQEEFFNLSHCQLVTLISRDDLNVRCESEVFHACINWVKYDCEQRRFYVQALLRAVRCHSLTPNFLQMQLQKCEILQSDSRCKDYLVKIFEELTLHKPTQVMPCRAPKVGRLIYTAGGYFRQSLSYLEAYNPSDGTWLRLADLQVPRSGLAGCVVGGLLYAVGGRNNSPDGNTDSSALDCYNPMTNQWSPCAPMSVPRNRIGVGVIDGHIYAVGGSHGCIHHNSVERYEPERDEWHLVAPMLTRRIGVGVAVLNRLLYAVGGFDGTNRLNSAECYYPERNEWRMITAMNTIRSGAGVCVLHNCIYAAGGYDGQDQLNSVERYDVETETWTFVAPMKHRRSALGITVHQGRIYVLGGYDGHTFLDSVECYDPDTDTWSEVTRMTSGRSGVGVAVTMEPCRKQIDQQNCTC
* marks the source's active call; other numbers are inactive results; . = not tested or not shown.

SMILES	RTF Ca sens inh	DSG3 Ab inh	Wnt bcat act	Arr AP2 block	RTF Ca sens act	V-ATPase pHluor	LANA DNA inh	MOR-DOR ag	MOR-DOR inv ag	Keap1 Nrf2 FP
COc1ccc(C(=O)N/C(=C/c2ccco2)C(=O)NC2CCS(=O)(=O)C2)cc1 (centres undefined)	-4	99	1	52	2	-1	0.0	-1.6	8	-3
Cc1nn(C)cc1[C@@H]1C[C@H]2CN(Cc3cccc(Cl)c3)C(=O)[C@]23CCCN13	-11	150	6	7	8	0	-1.1	-1.2	6	-2
COc1ccc(C(=O)N2CC(=O)N(CCc3ccccc3)C(=O)C2)cc1OC	-8	96	.	-10	-2	2	1.5	-2.8	13	2
COc1ccccc1NC(=O)c1ccc(NC(=O)CN(C)Cc2ccccc2F)cc1	1	127	-5	0	1	3	0.7	-1.7	9	-3
Cc1ccc(NC(=O)C(SCC(=O)O)c2ccccc2)cc1C (centres undefined)	-9	.	11	-2	-10	-1	0.0	-2.0	13	-5
O=C(c1ccco1)N1CCN(C(=O)c2snc3ccc(Cl)cc23)CC1	3	111	.	1	4	8	0.6	-1.3	7	2
Cc1onc(-c2ccccc2)c1C(=O)NN1CCOCC1	-10	.	-3	30	-2	6	-0.6	-4.8	19	-1
COc1ccc(C(=O)C[n+]2ccc(-c3nnc4n3CCCCC4)cc2)cc1	-2	92	3	11	2	-3	-1.1	-1.9	10	-6
CCCOc1ccccc1C1NC(=O)NC(C)=C1C(=O)OCCOCC (centres undefined)	-7	104	.	2	5	1	-0.8	-1.3	7	1
Cc1ccc(CCC(=O)NCc2ccccc2)o1	-6	115	3	6	10	0	0.4	-0.7	3	1
CC1CC(C)CN(S(=O)(=O)CCNC(=O)c2ccccc2)C1 (centres undefined)	9	124	3	8	0	-2	-2.0	-3.0	16	-2
CCOC(=O)C1CCN(C(=O)Nc2cc(Cl)cc(Cl)c2)CC1	0	109	2	39	-2	-1	0.4	-0.8	4	2
COC(=O)c1cc(C(=O)NCc2ccccc2)c(=O)[nH]c1C	-13	104	4	-4	5	1	-1.2	-1.7	8	-4
CC(C)n1c(SCC(=O)Nc2nncs2)nnc1C1CC1	3	.	0	-3	-6	-2	-1.9	-2.2	11	-4
COc1cc(C#N)ccc1OC(=O)Cc1cc(OC)c(OC)c(OC)c1	-9	87	-4	6	-6	3	-0.7	-1.0	6	-6
COc1cc(S(=O)(=O)N2CCOCC2)cc(C(=O)c2nccn2C)c1OC	-8	101	-2	7	8	-2	0.9	-0.6	3	2
C=CCNC1=C(Cl)C(=O)N(c2cccc(Cl)c2Cl)C1=O	3	93	.	-8	-4	1	0.3	-0.1	1	-2
c1ccc(-c2ccccc2OCCn2cncn2)cc1	-14	105	-3	3	5	0	-0.7	1.7	-10	-3
CCCCc1ccc(NC(=S)N2CCN(C)CC2)cc1	-4	118	0	9	3	-1	-1.0	-2.3	11	-1
CC1CCCCC1NC(=O)C1CCN(S(=O)(=O)N2CCCCCC2)CC1 (centres undefined)	-3	101	-3	4	-6	-3	-1.9	-1.4	8	-7
CC(=O)n1nc(-c2ccc(Cl)cc2)nc1NCc1ccco1	2	102	.	-1	-5	2	3.1	5.3	-30	0
COc1ccc(-c2ocnc2C(=O)N2CCN(C(=O)C(c3ccccc3)c3ccccc3)CC2)cc1	-6	102	-3	-1	-6	7	-0.3	-0.4	2	-5
O=C(NC(=S)Nc1ccccn1)c1ccc([N+](=O)[O-])cc1	0	102	.	27	5	0	-3.6	-0.2	1	1
CCC(NC(=O)/C(=C\c1ccc2c(c1)OCO2)NC(C)=O)C(=O)O (centres undefined)	-6	89	0	-5	-6	-2	0.1	-2.0	12	-4
CSc1cccc(NC(=S)NC(=O)c2cccnc2)c1	-6	93	-2	22	-2	4	-1.0	-2.6	12	-4

In the list so far, 2 have an aryl thioether with sulfur outside any ring.
SMILES	RTF Ca sens inh	DSG3 Ab inh	Wnt bcat act	Arr AP2 block	RTF Ca sens act	V-ATPase pHluor	LANA DNA inh	MOR-DOR ag	MOR-DOR inv ag	Keap1 Nrf2 FP
CC(C)n1c(SCC(=O)Nc2nncs2)nnc1C1CC1	3	.	0	-3	-6	-2	-1.9	-2.2	11	-4
CSc1cccc(NC(=S)NC(=O)c2cccnc2)c1	-6	93	-2	22	-2	4	-1.0	-2.6	12	-4

Back to the main list, repeating the two entries before the break.
SMILES	RTF Ca sens inh	DSG3 Ab inh	Wnt bcat act	Arr AP2 block	RTF Ca sens act	V-ATPase pHluor	LANA DNA inh	MOR-DOR ag	MOR-DOR inv ag	Keap1 Nrf2 FP
CCC(NC(=O)/C(=C\c1ccc2c(c1)OCO2)NC(C)=O)C(=O)O (centres undefined)	-6	89	0	-5	-6	-2	0.1	-2.0	12	-4
CSc1cccc(NC(=S)NC(=O)c2cccnc2)c1	-6	93	-2	22	-2	4	-1.0	-2.6	12	-4
Cc1ccc(OCC(O)CN2CCC(Cc3ccccc3)CC2)c(C)c1 (centres undefined)	-5	104	0	-7	1	1	0.3	9.1	-47	-3
Nc1nc2n(c1C(=O)c1ccccc1)CCC2	-1	101	.	16	-1	4	-0.7	-2.5	13	-5
O=C(COC(=O)C(O)c1ccccc1)c1ccc2c(c1)OCCO2 (centres undefined)	-3	105	.	-9	2	2	0.3	-1.9	11	-1
CS(=O)(=O)N(CC(=O)NC1CC2CCC1C2)c1ccc(Oc2ccccc2)cc1 (centres undefined)	.	101	1	0	.	0	-0.6	.	.	3
O=C(CN1CCN(Cc2ccc3c(c2)OCO3)CC1)Nc1ccc2c(c1)OCO2	-1	90	.	-4	6	3	0.5	-2.2	13	-6
Cc1cc(C)n(CC(=O)NNC(=O)COc2ccc(Br)cc2F)n1	-1	104	-3	23	-4	0	-0.7	2.8	-11	0
CCSc1nc(-c2ccc(OC)cc2)n(-c2nc3ccccc3s2)n1	3	90	3	-3	-2	4	1.1	-1.6	8	0
CNC1(C)[C@H]2CC[C@H](C2)C1(C)C (some centres undefined)	5	104	0	2	8	-5	-2.9	-1.4	8	0
Cc1cc2nc3n(c2cc1C)CC1CC(C(=O)NCCc2cccs2)N(C)C31 (centres undefined)	10	120	2	2	-4	5	0.3	-1.9	11	-2
O=C(O)CCOc1ccc2c(c1)OCCO2	-2	97	-2	9	6	-1	1.5	-2.1	10	-1
O=C(O)c1nc(Cl)c(Cl)c(N/N=C/c2ccccc2C(F)(F)F)c1Cl	1	87	1	14	2	-2	-0.2	0.6	-4	-7
CCc1ccc(CN(C)C(=O)CCc2nc3ccccc3n(-c3ccc(OC)cc3)c2=O)cc1	-3	45	-1	20	1	-1	0.8	5.9	-27	0
O=C(NC(=S)Nc1ccccc1O)c1ccccc1Cl	-1	103	-4	51	-3	-1	-1.5	-5.1	27	-1
CCOC(=O)C(NC(=O)C1C(C)N1S(=O)(=O)c1ccc(C)cc1)C(=O)OCC (centres undefined)	-2	110	0	-11	-3	2	-3.9	-2.4	10	-2
CCn1c(C)c(C(C)=O)c(SC)nc1=S	-12	.	.	8	-1	-2	-4.3	0.3	-1	-6
CN(c1ccc(C(=O)Nc2cccnc2)cc1)S(=O)(=O)c1ccc(Cl)cc1	-6	.	-2	-2	-1	1	1.9	-0.6	3	0
Cc1ccc(Cl)cc1N1CCN(C(=O)Cc2csc(Nc3nc(=S)[nH]c4ccccc34)n2)CC1	-9	94	-4	-7	4	0	0.7	-0.6	3	-9
Brc1ccccc1OCCCN1CCCC1	-4	98	0	2	-1	-1	1.3	-1.9	9	-2
O=C(COc1ccccc1)Nc1ccc(S(=O)(=O)N2CCCCCC2)cc1	-4	103	.	6	3	-5	-2.3	-0.9	4	-2
CC(C)OC(=O)c1c(-c2ccc(C(C)C)cc2)csc1NC(=O)C1CCCO1 (centres undefined)	5	69	.	25	-6	-3	-1.0	-2.0	12	-2
CCOc1ccc(S(=O)(=O)N(CC(=O)O)c2ccc(C)cc2)cc1	-4	102	0	8	4	0	-0.8	-3.6	18	-5
Cc1cccc(NC(=O)CNC(=O)CN2C(=O)NC(C)(CCC(C)C)C2=O)c1C (centres undefined)	-10	115	-7	14	8	-5	-1.9	-0.1	1	-4
COc1cccc(-c2c(-c3cc(OC)cc(OC)c3)n(C)c3ccc(Br)cc23)c1	-8	96	-4	-16	-3	0	0.5	-2.7	15	-2
O=[N+]([O-])c1cccc(NC(=S)NCc2ccncc2)c1	-6	105	-2	-13	3	3	-1.7	-1.7	9	-8
COc1ccc(CC(NC(C)=O)C(=O)NC2CCN(c3nc(C)cc(C)c3C#N)CC2)cc1 (centres undefined)	6	101	-2	55*	-1	0	-0.5	-0.7	4	-6
CC(C)c1ccc(S(=O)(=O)Nc2ccc(SC(F)F)cc2)cc1	-17	102	-11	-7	-2	0	1.1	18*	-114	-1
O=S(=O)(NCCSc1ccccc1)c1ccc2c(c1)OCCO2	-1	.	0	25	-8	3	-0.9	0.4	-2	4
CCOC(=O)c1c(NC2OC(=O)c3c2ccc(OC)c3OC)sc(C(=O)OC(C)(C)C)c1C (centres undefined)	-14	95	.	-7	-8	-5	-1.3	8.4	-52	3
Cc1ccc2c(CC(=O)N3CCOCC3)coc2c1	3	105	0	14	-1	-3	0.4	1.4	-9	-2

Record cards (already shown).
CCCCc1ccc(NC(=S)N2CCN(C)CC2)cc1 as listed: RTF Ca sens inh: -4; DSG3 Ab inh: 118; Wnt bcat act: 0; Arr AP2 block: 9; RTF Ca sens act: 3; V-ATPase pHluor: -1; LANA DNA inh: -1.0; MOR-DOR ag: -2.3; MOR-DOR inv ag: 11; Keap1 Nrf2 FP: -1
CCOC(=O)C1CCN(C(=O)Nc2cc(Cl)cc(Cl)c2)CC1 as listed: RTF Ca sens inh: 0; DSG3 Ab inh: 109; Wnt bcat act: 2; Arr AP2 block: 39; RTF Ca sens act: -2; V-ATPase pHluor: -1; LANA DNA inh: 0.4; MOR-DOR ag: -0.8; MOR-DOR inv ag: 4; Keap1 Nrf2 FP: 2

Screens deposited in PubChem BioAssay by several laboratories.

Compounds were not picked by outcome, and some 3.1% of all compounds hit somewhere here.
